UBC9 SUMO inh: inhibitors of human SUMOylation (UBC9); 290,000 compounds, 0.36% hits; P63279; inhibition, % at 35 µM; HTRF SUMOylation assay, SAE1/SAE2 + UBC9, in vitro; AID 2006; in the data active = inhibition above about 50%, passing the limit was not always enough; also: strong numbers were not always called active
Target sequence (P63279 whole entry, looked up): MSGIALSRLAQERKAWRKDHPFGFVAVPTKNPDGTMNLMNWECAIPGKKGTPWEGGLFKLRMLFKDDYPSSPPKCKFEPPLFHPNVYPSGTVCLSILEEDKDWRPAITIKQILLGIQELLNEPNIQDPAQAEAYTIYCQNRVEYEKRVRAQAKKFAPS
p-CIP stab down: p/CIP protein destabilization; decrease of EGFP signal, % at 10 µM; F442A p/CIP-EGFP cells, EGFP fluorescence, 16 h; Q05BA5; 290,000 compounds, 0.01% hits;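 active = EGFP signal decrease of at least 30% at 10 µM or well 3 SD below plate mean, unless failing retest; inactive = the rest, including hits failing retest or dose response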; also: some compounds called inactive have numbers as strong as hits; many of its hits are not listed in these tables
IDE cell activ: activators of human insulin-degrading enzyme in cells | activation, % at 5.96 µM | HEK cells, FAbeta-B cleavage, fluorescence polarization; 0% vehicle, 100% cell-free pure enzyme wells | AID 493087 | P14735 | 340,000 compounds, 0.073% hits;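 active = activation above the mean of all tested compounds plus 3 SD, set per screening campaign, cut at about 17% in these data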
IMP-1 inhibitor: inhibitors of Pseudomonas aeruginosa IMP-1 metallo-beta-lactamase; purified IMP-1, nitrocefin hydrolysis, epi-absorbance fluorescence; inhibition, % at 5.6 µM; 290,000 compounds, 0.45% hits;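 active = inhibition above the mean plus 3 SD of all compounds in the same screening run, cut at about 4.5% in these data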;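 also: 0% = IMP-1 with DMSO and 100% = DMSO wells lacking enzyme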
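System: purified IMP-1 / Input: IMP-1 dispensed at 0.2 nM / Medium: 50 mM HEPES pH 7.1, 50 µM ZnSO4, 0.05% Brij 35 / Timing: 15 min enzyme–compound preincubation, then 25 min nitrocefin reaction, 25 °C / Technique: plate fluorescence quenching by hydrolysis product, ex 480/em 530 nm / Repeats: singlicate testing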
VIM-2 inh: blocks Pseudomonas aeruginosa VIM-2 metallo-beta-lactamase | purified VIM-2, nitrocefin hydrolysis, epi-absorbance fluorescence | 290,000 compounds, 0.89% hits | inhibition, % at 5.6 µM;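 active = inhibition above the mean of all tested compounds plus 3 SD, cutoff set per screening run, cut at about 7.5% in these data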;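 also: red hydrolysis product quenches plate fluorescence so inhibitors raise well fluorescence; 0% = enzyme with DMSO and 100% = DMSO without enzyme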
IDE cell inh: inhibitors of human insulin-degrading enzyme in cells | HEK cells, FAbetaB cleavage, fluorescence polarization | inhibition, % at 5.59 µM | 320,000 compounds, 0.41% hits | AID 434962;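 active = percent inhibition above the average of all tested compounds plus 3 SD, set per screening campaign, cut at about 16% in these data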;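 also: IDE supplied by intact live HEK cells; FP after avidin binding of uncleaved biotin substrate so inhibition keeps polarization high; 0% = DMSO wells and 100% = 60 µM reference IDE inhibitor Ii1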
CRFBP-R2 block: antagonists of CRF-binding protein/CRF-R2 receptor complex. HEK293 CRF-R2/CRF-BP, CRF-induced calcium fluorescence. inhibition, % at 11.8 µM. 350,000 compounds, 0.59% hits;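 active = inhibition of the ligand-induced calcium signal above about 50% at the single tested concentration, limit read from the data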
NS3 helicase inh: HCV NS3 helicase inhibition | inhibition, % at 10.9 µM | NS3 helicase DNA unwinding, Cy5 molecular beacon fluorescence | 290,000 compounds, 0.56% hits;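 active = inhibition above the mean of all tested compounds plus 3 SD, set per campaign, cut at about 35% in these data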;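 also: 0% = DMSO wells and 100% = thioflavine S control wells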
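Compound dosing – single dose, 10.9 µM nominal final, DMSO 0.8% final · System – NS3 helicase fragment of HCV · Buffer or medium – MOPS pH 6.5, MgCl2, DTT, Tween20, BSA · Signal – Cy5 beacon fluorescence read at start and 1 h · Also added – annealed dual-labelled DNA beacon duplex, ATP-started · Schedule – 1 h at 25 °C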
GalR3 antagonist: blocks the human galanin receptor 3; O60755; HEK293 GalR3-CNG cAMP membrane potential fluorescence; galR3 body fused to GalR1 C-terminus; inhibition, % at 3 µM; 360,000 compounds, 0.44% hits; AID 651719;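 active = inhibition above the screen-wide average plus 3 SD, cut at about 13% in these data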;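 also: forskolin and galanin both at EC90 stimulate the cells; cAMP rise reported by CNG channel membrane potential dye signal; 0% = forskolin plus galanin with DMSO and 100% = forskolin alone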
Target sequence (O60755 1-299 limits assumed): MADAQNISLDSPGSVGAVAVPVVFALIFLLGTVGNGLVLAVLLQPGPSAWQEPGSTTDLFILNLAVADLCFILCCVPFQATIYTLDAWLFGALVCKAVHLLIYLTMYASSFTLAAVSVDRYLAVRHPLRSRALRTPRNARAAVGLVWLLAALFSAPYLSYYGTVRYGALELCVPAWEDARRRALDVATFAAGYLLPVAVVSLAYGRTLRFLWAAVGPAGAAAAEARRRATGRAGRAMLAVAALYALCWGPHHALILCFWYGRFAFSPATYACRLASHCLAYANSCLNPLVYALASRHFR
An asterisk follows results filed as active; / = no result given. The order is random. Share with any hit: about 3.2%.

nr	SMILES	IDE cell inh	NS3 helicase inh	p-CIP stab down	GalR3 antagonist	CRFBP-R2 block	IDE cell activ	IMP-1 inhibitor	VIM-2 inh	UBC9 SUMO inh
1	O=C(C1=C(O)C(=O)N(CC2CCCO2)C1c1cccnc1)c1ccco1 (centres undefined)	7	6	0	0	3	12	-3.0	-0.6	-11
2	O=C(O)c1ccc(/C=N/Nc2ccc(Cl)nn2)cc1	-2	13	3	-8	0	-1	-0.6	-0.1	1
3	CCCc1cc(=O)oc2c3c(cc(OCC(=O)NCC4CCC(C(=O)O)CC4)c12)OC(C)(C)CC3 (centres undefined)	-8	16	4	3	8	0	-2.3	-2.6	37
4	Cc1cc(NC(=O)CSCC(=O)OCC(=O)Nc2cc(C)c(C)cc2[N+](=O)[O-])no1	-2	/	/	-3	-4	-4	/	/	/
5	CC(C)n1c(COc2ccccc2)nc2ccccc21	3	-4	1	-10	10	-3	-1.8	-2.1	-4
6	CN(C)S(=O)(=O)c1cccc(C(=O)OCC(=O)Nc2ccccc2OC(F)F)c1	1	2	-8	-1	-2	3	-1.6	-3.7	3
7	CCC(C)c1ccc(NC(=S)N2CCCC2)cc1 (centres undefined)	/	-9	-16	1	5	2	-2.4	-4.6	-2
8	Cc1cc(C)n(CC2CC(=O)N(c3cc(Cl)cc(Cl)c3)C2=O)n1 (centres undefined)	-4	9	-8	-3	3	7	-3.2	-1.7	9
9	O=C(COc1ccccc1)NCC1CCCO1 (centres undefined)	1	0	-9	-2	-20	9	-2.7	-2.7	4
10	COc1ccc(C(=O)C(CN2CCOCC2)c2ccccc2)cc1F (centres undefined)	/	-8	0	28*	-5	3	-3.1	-6.4	-16
11	COc1cc(C(=O)NCC(c2ccco2)N2CCCC2)ccc1OCc1c(C)noc1C (centres undefined)	-1	-4	2	-6	-2	5	-3.9	-1.4	13
12	Cc1onc(-c2ccccc2)c1C(=O)Nc1ccc(OC(C)C)cc1	5	-8	-7	-1	4	-1	3.3	-0.2	9
13	O=C(CSc1ccc(-c2cccnc2)nn1)Nc1ccc(F)cc1F	-1	6	-13	3	-2	0	-0.8	-2.2	15
14	C=CC[C@@H](Cc1ccc(F)cc1)C(=O)OC[C@H]1CCCN1C(=O)[C@H](CC=C)CC(=O)NCCO	1	/	/	14*	4	3	/	/	/
15	COc1ccc(-c2nnc3ccc(SCC(=O)Nc4nc5ccccc5s4)nn23)cc1OC	18*	10	9	0	-11	-24	-2.0	0.1	-3
16	CC1CC(C)CN(c2oc(-c3ccccc3F)nc2C#N)C1 (centres undefined)	0	-2	0	-11	15	-7	-1.7	-1.9	3
17	N=C1C2=C3Sc4ccccc4N3CCCC2=NN1c1cccc(S(=O)(=O)O)c1	-2	13	-6	4	32	-3	-1.7	-3.4	5
18	CC1(N2CCCCC2)CC2(O)C(=[N+]1[O-])CCC/C2=N\O (centres undefined)	6	2	-4	-2	4	1	-3.2	-0.8	12
19	Cc1ccc(C(=O)NCCc2nnc3ccc(N4CCCC4)nn23)cc1	-1	-6	-14	0	12	0	-5.2	0.4	8
20	CCCOc1ccc(-c2csc(NC(=O)CN3C(=O)CCC3=O)n2)cc1	3	-12	-6	-2	15	1	1.3	-1.9	8
21	C=CCNC(=O)COC(=O)/C=C/c1cccs1	2	-3	-5	-3	-28	6	-2.6	-4.4	3
22	COc1cc2cc(CCCOC(=O)c3cc(OC)c(OC)c(OC)c3)oc(=O)c2cc1OC	2	/	/	0	0	-5	/	/	/
23	O=C(NNc1cc(Cl)ccc1Cl)c1cccs1	-2	25	-20	-2	-5	/	-2.2	-1.6	-6
24	CC(C)N(CCCNC(=O)C1CCC(CNS(=O)(=O)c2ccccc2)CC1)Cc1ccccc1 (centres undefined)	2	-6	-5	-5	-14	4	-3.4	-2.2	16
25	Cc1ccc2cc(C#N)c(NCc3ccco3)nc2c1	9	6	-2	-3	-2	-3	-2.2	4.0	29
26	CCn1c(C)nnc1SCC(=O)Nc1ccc(Cl)cc1	/	7	4	-10	6	2	1.0	-0.9	3
27	CC1CCCC(C)N1Cc1cn2ccccc2n1 (centres undefined)	1	16	1	-6	-12	0	-2.7	-4.0	12
28	O=c1c2ccccc2c(-c2cccc(C(F)(F)F)c2)nn1-c1ccccc1	-4	-6	-1	-7	0	4	-2.8	-3.8	-19
29	Cc1ccc(Oc2ccc3c(c2)C(=O)N(c2ccc(S(=O)(=O)Nc4nccs4)cc2)C3=O)cc1	-2	8	-15	-8	41	6	-4.2	-0.1	46
30	COc1cccc(NC(=O)/C=C/c2ccco2)c1	-11	4	0	1	-6	-5	-0.7	-0.5	11

Rewritten in transposed form: part of the list above
[16] CC1CC(C)CN(c2oc(-c3ccccc3F)nc2C#N)C1 (centres undefined)
[17] N=C1C2=C3Sc4ccccc4N3CCCC2=NN1c1cccc(S(=O)(=O)O)c1

| Assay by compound | 16 | 17 |
| --- | --- | --- |
| IDE cell inh | 0 | -2 |
| NS3 helicase inh | -2 | 13 |
| p-CIP stab down | 0 | -6 |
| GalR3 antagonist | -11 | 4 |
| CRFBP-R2 block | 15 | 32 |
| IDE cell activ | -7 | -3 |
| IMP-1 inhibitor | -1.7 | -1.7 |
| VIM-2 inh | -1.9 | -3.4 |
| UBC9 SUMO inh | 3 | 5 |

Next results.
nr	SMILES	IDE cell inh	NS3 helicase inh	p-CIP stab down	GalR3 antagonist	CRFBP-R2 block	IDE cell activ	IMP-1 inhibitor	VIM-2 inh	UBC9 SUMO inh
31	CCN(CC(=O)NCc1ccc(Cl)cc1)S(=O)(=O)c1ccc(F)cc1	3	14	-10	-8	-1	0	-1.1	-1.2	-4
32	CC(C)c1cccc(C2=CC(=O)C[C@H](c3ccc4c(c3)OCO4)C2)c1	-4	/	/	-6	6	3	/	/	/
33	COc1cc(OC)cc(C(=O)NNC(=O)CN2C(=O)NC(C)(c3ccc(C)cc3)C2=O)c1 (centres undefined)	-3	/	/	-1	13	5	/	/	/
34	Clc1ccccc1CNc1nc2ccccc2n2cnnc12	6	1	-7	2	-15	6	-3.1	-0.8	17
35	COCCNC(=O)C1=C(N)C(C(=O)Nc2ccc(C)c(S(=O)(=O)N3CCCCC3)c2)SC1=Nc1ccc(C)cc1C (centres undefined)	-1	-12	-6	/	-8	8	-6.1	-6.1	8
36	CC(C(=O)NCc1ccc2c(c1)OCO2)N(c1ccccc1)S(C)(=O)=O (centres undefined)	1	-1	0	0	5	1	0.7	0.2	17
37	O=C(NCCc1ccccc1)c1ccc(Cl)c(S(=O)(=O)N2CCCC2)c1	5	-6	-12	/	-5	6	-0.3	0.0	-5
38	CN(C)c1ccc(C(C#N)c2ccccc2)nn1 (centres undefined)	0	-5	-7	-9	-2	3	-6.1	-1.4	12
39	Cc1cc(C)c(NC(=O)CSc2nc3ncc(Br)cc3[nH]2)c(Cl)c1	4	-1	-3	5	1	6	0.2	-0.5	-10
40	COC(=O)c1ccc(S(=O)(=O)N2CCOCC2)o1	5	2	4	2	14	3	-4.1	-1.1	-9
41	Cc1ccc(NC(=O)/C(C#N)=C/c2ccc(C)s2)c(C)c1	0	-3	-163	-5	-26	-7	-4.3	-3.5	41
42	CC[n+]1ccc(C)c2cc(P(=O)(c3ccccc3)c3ccccc3)ccc21	-2	-27	2	0	-7	5	-2.1	-0.6	12
43	CC(=O)Nc1nnc(COc2ccccc2)s1	-1	-2	-18	-2	-10	2	-0.7	-0.8	12
44	COc1ccc(N2CC(C(=O)Nc3nnc(SCC(=O)N4CCCC4)s3)CC2=O)cc1 (centres undefined)	-3	-2	-7	0	-9	0	0.8	-1.6	13
45	O=C(/C=C/c1ccccc1[N+](=O)[O-])OCC(=O)N1CCCC1	-4	/	/	-5	5	1	/	/	/
46	CS(=O)(=O)NCCn1ccc2ccccc21	3	4	11	-1	9	-1	-3.3	-3.8	0
47	Cc1cnc(C(=O)Oc2cccc(Cl)c2Cl)cn1	-5	-3	-2	-3	2	0	-0.9	-1.7	16
48	COc1ccc(/C=C(\NC(=O)c2ccco2)C(=O)NC(Cc2ccccc2)C(=O)O)cc1 (centres undefined)	-2	20	-8	-6	0	6	0.5	-0.5	8
49	COc1ccc(C(=O)N2CCN(C(=O)C3COc4ccccc4O3)CC2)cc1 (centres undefined)	8	2	3	-3	-3	-7	0.1	0.1	-12
50	CCC1CCC(C(=O)NNC(=O)c2cc(-c3ccco3)[nH]n2)CC1 (centres undefined)	1	32	11	-4	2	1	-6.3	-0.9	19
51	CCOC(=O)c1c(C)n(CCNC(C)=O)c2ccc(OC)cc12	3	13	6	-7	4	2	-2.6	-1.9	14
52	COc1ccc(NC2=CC(c3ccc(F)cc3)N(c3ccc(OC)cc3)C2=O)cc1 (centres undefined)	-8	33	-10	-3	37	2	-2.0	-0.9	11
53	Nc1nc(C(F)(F)F)c(Br)c(=O)n1N	3	16	4	-1	16	1	-2.4	-2.1	14
54	CCN(CC(=O)Nc1ccc(N2CCOCC2)cc1)C(=O)c1ccc(C#N)cc1	6	2	15	0	5	10	-4.7	-0.1	-1
55	CC1=CC2CC1C1C(=O)N(c3ccc(S(=O)(=O)Nc4nc(C)cc(C)n4)cc3)C(=O)C21 (centres undefined)	5	-3	-4	-4	-45	6	-2.0	-4.7	2
56	Cc1cc(C)nc(NS(=O)(=O)c2ccc(NC(=O)c3ccc(N4C(=O)CCC4=O)cc3)cc2)n1	5	60*	-12	-3	2	3	-3.2	-1.4	-3
57	COc1cccc2cc(-c3ccnc(N)n3)oc12	5	17	-14	-6	-7	1	-2.7	6.1	36
58	O=C(N1CCCCC1)C1(c2ccccc2)CCOCC1	5	2	-4	-1	-9	4	0.8	-1.8	17
59	CC(=O)N[C@@H](C)c1nc2ccccc2n1CCCN1CCN(c2nc(-c3ccc(C)cc3)cs2)CC1	10	-47	-7	-9	4	-7	-4.2	-1.8	7
60	CC1CCCC(C)N1CCNC(=O)Nc1ccc(Cl)cc1 (centres undefined)	3	-3	0	-9	-10	5	-2.0	-0.9	5
61	CC1(c2nnc(-c3ccncc3)o2)CC(c2ccc([N+](=O)[O-])cc2)=NO1 (centres undefined)	/	/	-17	1	32	8	/	/	15
62	Cc1ccc(S(=O)(=O)Nc2ccc(N(C)S(=O)(=O)c3ccc(C)cc3)cc2)cc1	6	-9	-4	-2	-9	-3	-2.2	-2.8	-4
63	O=C1/C(=C/c2cccnc2)Sc2ccccc21	6	-5	-5	-3	-8	-2	-2.1	1.0	-17
64	COc1ccc(N2CC(NC(=O)N3CCN(C(=O)c4ccco4)CC3)CC2=O)cc1OC (centres undefined)	1	/	/	-1	-15	5	/	/	/
65	O=C(Nc1ccccc1C(=O)NCc1ccccc1)c1ccco1	3	-1	5	-2	0	4	-2.1	0.6	-8
66	CC(C)(C)Cc1nc(-c2ccccn2)no1	0	-1	3	-1	-2	1	-1.8	-5.3	4
67	COC(=O)/C=C1/N/C(=N\c2nc(C)cc(C)n2)N(c2ccccc2)C1=O	-2	6	-2	10	4	-4	-2.3	-4.9	2
68	COC(=O)CN(c1cccc(C(C)=O)c1)S(C)(=O)=O	-1	-7	6	-2	-1	-1	3.5	-3.4	2

Screens (PubChem BioAssay)
